mut p53 react: restores mutant p53 pathway signaling in SW480 cells; SW480 PUMA-promoter luciferase, p53 mutant reactivation; activation, % at 9.98 µM; 28,000 tested, 1.5% active; in the data active means activation above about 52%
STK33 kin inh: inhibitors of human STK33 kinase. Q9BYT3. ADP-Glo luminescence, MBP substrate. inhibition, % at 12.5 µM. 27,000 tested, 0.44% active. AID 2322; in the data active means inhibition above about 20%
Target sequence (Q9BYT3 whole entry, looked up): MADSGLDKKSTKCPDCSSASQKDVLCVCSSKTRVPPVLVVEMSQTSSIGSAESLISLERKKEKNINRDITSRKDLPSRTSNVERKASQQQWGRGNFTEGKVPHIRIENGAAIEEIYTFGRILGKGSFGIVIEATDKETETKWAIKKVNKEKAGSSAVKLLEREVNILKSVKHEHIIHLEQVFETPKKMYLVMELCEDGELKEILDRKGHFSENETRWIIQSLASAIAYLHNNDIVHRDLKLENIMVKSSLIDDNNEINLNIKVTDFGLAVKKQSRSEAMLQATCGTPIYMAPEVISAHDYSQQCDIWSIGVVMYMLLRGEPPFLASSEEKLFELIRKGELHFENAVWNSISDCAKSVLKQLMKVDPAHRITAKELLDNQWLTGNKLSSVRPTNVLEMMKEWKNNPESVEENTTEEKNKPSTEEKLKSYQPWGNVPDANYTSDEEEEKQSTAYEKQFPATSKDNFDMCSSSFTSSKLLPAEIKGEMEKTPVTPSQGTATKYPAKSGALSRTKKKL
* = called active by the depositor; / = no result given. Only part of the results is shown, so the mix of outcomes need not match the whole.

Value order: mut p53 react | STK33 kin inh
> C=C1C(=O)O[C@H]2C[C@@H](C)[C@@H]3CCC(=O)[C@@]3(C)C[C@H]12
→ / | -1
> Cc1cc(C(F)(F)F)nc(SCC(=O)Nc2ccccc2C(F)(F)F)n1
→ 11 | 1
> C[C@H](O)C#Cc1ccc2c(c1)O[C@H](CN(C)C(=O)CN(C)C)[C@@H](C)CN([C@H](C)CO)S2(=O)=O
→ 7 | /
> C[C@H]1CN([C@@H](C)CO)C(=O)Cc2cc(NC(=O)Nc3ccc(F)cc3)ccc2O[C@@H]1CN(C)CC1CC1
→ 1 | 3
> Cc1nc(C)c(-c2ccnc(C34CC5CC(CC(C5)C3)C4)n2)o1
→ 12 | /
> CNC[C@H]1Oc2ccc(NC(=O)Cn3cnnn3)cc2CC(=O)N([C@H](C)CO)C[C@@H]1C
→ 5 | /
> C[C@@H]1CN([C@H](C)CO)S(=O)(=O)c2ccc(C3=CCCCC3)cc2O[C@H]1CN(C)C(=O)Cc1ccccc1
→ -51 | /
> C[C@@H]1CCCCO[C@H](CN(C)C)[C@H](C)CN([C@@H](C)CO)C(=O)c2cc(NS(C)(=O)=O)ccc2O1
→ 0 | /
> C[C@]12CC[C@@H]3c4ccc(OS(=O)(=O)O)cc4CC[C@H]3[C@@H]1CCC2=O
→ -2 | -3
> CC(=O)OC[C@]12[C@H](OC(C)=O)[C@H](OC(C)=O)[C@@H]3[C@@H](OC(C)=O)[C@@]14O[C@@]3(C)COC(=O)c1cnccc1CC[C@H](C)C(=O)O[C@@]4(C)[C@@H](O)[C@H](O)[C@@H]2OC(C)=O
→ / | 1
> C[C@@H]1CN([C@@H](C)CO)C(=O)c2cccc(N(C)C)c2O[C@@H]1CN(C)C(=O)Nc1ccc(C(F)(F)F)cc1
→ 3 | /
> CC(C)(C)c1ccc(OC(=O)CCN2C(=O)C3C4C=CC(C5CC45)C3C2=O)cc1 (configuration not stated)
→ 8 | -5
> C[C@@H]1CN([C@H](C)CO)C(=O)c2cccc(NC(=O)c3ccc(-c4nccs4)cc3)c2O[C@H]1CN(C)S(=O)(=O)c1cn(C)cn1
→ 7 | /
> CCN(CC(=O)Nc1cccc(Cl)c1C)S(=O)(=O)c1ccc(C)cc1
→ 1 | -5
> Cc1noc(C)c1NC(=O)Nc1ccc2c(c1)C(=O)N([C@H](C)CO)C[C@H](C)[C@@H](CN(C)Cc1ccncc1)OCCCC[C@@H](C)O2
→ 5 | /
> C[C@H](CO)N1C[C@H](C)[C@@H](CN(C)S(=O)(=O)c2ccc(Oc3ccccc3)nc2)OCc2cn(nn2)CCCC1=O
→ -5 | -2
> C[C@H]1CN([C@@H](C)CO)C(=O)c2cc(C#CC3CC3)cnc2O[C@H]1CN(C)C(=O)Nc1ccc(F)cc1
→ 8 | /
> COc1ccc(NC(=O)N(C)C[C@@H]2Oc3ccc(N(C)C)cc3C(=O)N([C@@H](C)CO)C[C@@H]2C)cc1
→ / | 0
> COc1ccc(S(=O)(=O)N(C)C[C@H]2Oc3ccc(NC(=O)Nc4ccc5c(c4)OCO5)cc3C(=O)N([C@@H](C)CO)C[C@H]2C)cc1
→ 1 | /
> N#CC(C(=O)c1ccco1)c1nc2ccccc2[nH]1 (configuration not stated)
→ / | 67*
> C/C=C/c1ccc2c(c1)O[C@H](CN(C)C(=O)C1CC1)[C@H](C)CN([C@@H](C)CO)S2(=O)=O
→ 0 | /
> C[C@@H]1CN([C@H](C)CO)C(=O)c2cccc(NC(=O)c3nc4ccccc4s3)c2O[C@H]1CN(C)S(=O)(=O)c1ccc(Cl)cc1
→ -56 | /
> CCOc1cc(S(=O)(=O)NCCN2CCOCC2)ccc1F
→ -16 | -7
> C[C@@H]1CCCCO[C@@H](CN(C)Cc2ccccc2)[C@H](C)CN([C@H](C)CO)C(=O)c2cc(NS(C)(=O)=O)ccc2O1
→ -1 | /
> C[C@H](CO)N1C[C@H](C)[C@H](CN(C)C(=O)NC2CCCCC2)Oc2ccc(NC(=O)Cc3cn(C)c4ccccc34)cc2CC1=O
→ -15 | /
> Cc1noc(C)c1NC(=O)N(C)C[C@H]1Oc2ccc(NC(=O)CCN3CCOCC3)cc2CC(=O)N([C@H](C)CO)C[C@H]1C
→ 5 | 2
> Cc1cc(-c2cccs2)c(C#N)c(SCC(=O)Nc2cccc(F)c2)n1
→ 0 | 1
> COc1ccc(CNc2nc3nc(C)cc(=O)n3[nH]2)cc1OC
→ 4 | -1
> CC(C)NC(=O)N(C)C[C@@H]1Oc2ccc(NS(=O)(=O)c3ccc(F)cc3)cc2CC(=O)N([C@H](C)CO)C[C@H]1C
→ 10 | /
> C[C@@H]1CN([C@@H](C)CO)C(=O)c2cc(NS(=O)(=O)c3cccs3)ccc2O[C@@H](C)CCCCO[C@@H]1CN(C)C(=O)CCCN(C)C
→ 1 | /

Record cards, from the list above. Order of screens: mut p53 react | STK33 kin inh
Cc1cc(-c2cccs2)c(C#N)c(SCC(=O)Nc2cccc(F)c2)n1 in the list: 0 | 1
C[C@@H]1CN([C@@H](C)CO)C(=O)c2cccc(N(C)C)c2O[C@@H]1CN(C)C(=O)Nc1ccc(C(F)(F)F)cc1 in the list: 3 | /
C[C@@H]1CN([C@H](C)CO)S(=O)(=O)c2ccc(C3=CCCCC3)cc2O[C@H]1CN(C)C(=O)Cc1ccccc1 in the list: -51 | /
COc1ccc(NC(=O)N(C)C[C@@H]2Oc3ccc(N(C)C)cc3C(=O)N([C@@H](C)CO)C[C@@H]2C)cc1 in the list: / | 0
CC(=O)OC[C@]12[C@H](OC(C)=O)[C@H](OC(C)=O)[C@@H]3[C@@H](OC(C)=O)[C@@]14O[C@@]3(C)COC(=O)c1cnccc1CC[C@H](C)C(=O)O[C@@]4(C)[C@@H](O)[C@H](O)[C@@H]2OC(C)=O in the list: / | 1

Continued:
Value order: mut p53 react | STK33 kin inh
> C[C@H](CO)N1C[C@H](C)[C@H](CN(C)S(=O)(=O)c2cccs2)OCc2cn(nn2)CCCC1=O
→ -4 | 0
> COc1ccc([N+](=O)[O-])cc1CSc1nnc(-c2ccc(NC(C)=O)cc2)n1C
→ -1 | -1
> COc1ccc(S(=O)(=O)Nc2ccc3c(c2)CC(=O)N([C@H](C)CO)C[C@@H](C)[C@H](CN(C)C(=O)Nc2ccc(C(F)(F)F)cc2)O3)cc1
→ / | -6
> C[C@@H]1CN([C@@H](C)CO)C(=O)Cc2cc(NC(=O)CCC(F)(F)F)ccc2O[C@@H]1CN(C)Cc1ccccc1
→ / | -2
> CCC(Sc1nc2ccccc2o1)C(=O)Nc1cccc2ccccc12 (configuration not stated)
→ 16 | 3
> C[C@@H]1CCCCO[C@H](CN(C)C)[C@@H](C)CN([C@H](C)CO)C(=O)c2cc(NC(=O)NC3CCCCC3)ccc2O1
→ / | -1
> C[C@H](CO)N1C[C@H](C)[C@@H](CN(C)CC2CC2)Oc2ccc(NC(=O)Cc3ccccc3)cc2CC1=O
→ -4 | /
> O=c1[nH]c(=O)n(Cc2ccco2)c2c1C(C(F)(F)F)(C(F)(F)F)N=C(c1ccc(F)cc1)N2
→ -49 | 3
> COc1ccc(S(=O)(=O)Nc2ccc3c(c2)CC(=O)N([C@H](C)CO)C[C@@H](C)[C@@H](CN(C)Cc2ccc(C(F)(F)F)cc2)O3)cc1
→ 6 | 3
> C[C@H](CO)N1C[C@H](C)[C@H](CN(C)C(=O)NC2CCCCC2)Oc2ccc(NC(=O)Nc3cccc4ccccc34)cc2C1=O
→ -9 | /
> CCOC(=O)C1=C(C)Nc2ncnn2C1c1c[nH]c2ccccc12 (configuration not stated)
→ -43 | -2
> Cc1cc(C)n(-c2nc3ccc([N+](=O)[O-])cc3nc2-n2nc(C)cc2C)n1
→ -7 | -2
> Cc1c(Cl)ccc2c(C(=O)NCCCn3cc(Br)cn3)cc(-c3ccncc3)nc12
→ -5 | 10
> C[C@@H]1CCCCO[C@@H](CN(C)C(=O)CCC(F)(F)F)[C@@H](C)CN([C@H](C)CO)C(=O)c2cc(NC(=O)c3ccccc3)ccc2O1
→ / | 2
> O=C(O)C1=C[C@@H](c2ccccc2)C[C@@H](OCc2ccc(CO)cc2)O1
→ / | 0
> Cc1ccc(S(=O)(=O)N(C)C[C@H]2Oc3ccc(NC(=O)NC(C)C)cc3C(=O)N([C@@H](C)CO)C[C@H]2C)cc1
→ / | -1
> C[C@H]1CN([C@@H](C)CO)C(=O)c2cc(C#CCN(C)C)cnc2O[C@@H]1CN(C)C(=O)c1ccc2c(c1)OCO2
→ 3 | /
> C[C@@H]1CCCCO[C@H](CN(C)Cc2ccc(C(=O)O)cc2)[C@@H](C)CN([C@@H](C)CO)C(=O)c2cc(NC(=O)C3CCCCC3)ccc2O1
→ 6 | /
> C[C@@H]1CN([C@@H](C)CO)C(=O)c2cc(NS(=O)(=O)c3cccs3)ccc2O[C@@H]1CN(C)S(=O)(=O)c1cccs1
→ / | 0
> COc1ccc(NC(=O)CSc2nc(C)cc(=O)[nH]2)cc1
→ -14 | 1
> C[C@H]1CN([C@@H](C)CO)C(=O)CCCn2cc(nn2)CO[C@H]1CN(C)Cc1ccc(Oc2ccccc2)cc1
→ / | 1
> COc1ccc(S(=O)(=O)N(C)C[C@@H]2Oc3ccc(NS(C)(=O)=O)cc3CC(=O)N([C@@H](C)CO)C[C@@H]2C)cc1
→ 7 | -6
> O=C(Cc1ccccc1)NO
→ 18 | -15
> C[C@@H]1CN([C@H](C)CO)C(=O)CCCn2cc(nn2)CO[C@@H]1CN(C)C(=O)OCc1ccccc1
→ 0 | 0
> C[C@H](CO)N1C[C@H](C)[C@H](CN(C)C(=O)NC2CCCCC2)Oc2c(NC(=O)c3ccc(-c4nccs4)cc3)cccc2C1=O
→ 16 | /
> COc1ccc(CN(C)C[C@H]2Oc3ccc(NC(=O)Nc4ccc(F)cc4)cc3C(=O)N([C@H](C)CO)C[C@H]2C)cc1
→ 7 | /
> COc1ccc(S(=O)(=O)N2CCN(Cc3ccc(OCCO)cc3)CC2)cc1
→ / | -1
> C[C@H](CO)N1C[C@H](C)[C@H](CN(C)S(=O)(=O)c2cccs2)Oc2ccc(NC(=O)Nc3cccc4ccccc34)cc2C1=O
→ / | 0
> COc1ccc(-c2cnc3c(c2)C(=O)N([C@H](C)CO)C[C@H](C)[C@H](CN(C)C(=O)NC(C)C)O3)cc1
→ / | 0
> C[C@@H]1CN([C@@H](C)CO)C(=O)c2cc(NC(=O)CCCN(C)C)ccc2O[C@H]1CN(C)C(=O)Nc1ccc2c(c1)OCO2
→ 7 | /

Molecules shown so far that have a furan ring, fused or not (2):
Value order: mut p53 react | STK33 kin inh
> N#CC(C(=O)c1ccco1)c1nc2ccccc2[nH]1 (configuration not stated)
→ / | 67*
> O=c1[nH]c(=O)n(Cc2ccco2)c2c1C(C(F)(F)F)(C(F)(F)F)N=C(c1ccc(F)cc1)N2
→ -49 | 3

Other entries follow:
Value order: mut p53 react | STK33 kin inh
> COc1ccc(NC(=O)Cc2coc3cc(C)cc(C)c23)c(OC)c1
→ -9 | -1
> C[C@@H]1CN([C@@H](C)CO)C(=O)c2cc(-c3cccc(C#N)c3)cnc2O[C@H]1CN(C)C(=O)C1CCCCC1
→ 6 | /
> N=C(N)c1ccc(N2CCN(C3CCN(CC(=O)O)CC3)CC2)cc1
→ 10 | /
> C[C@@H]1CN([C@H](C)CO)S(=O)(=O)c2ccc(C#CC3CC3)cc2O[C@H]1CN(C)Cc1ccccn1
→ -55 | /
> COc1cccc(S(=O)(=O)N(C)C[C@H]2Oc3cc(C4=CCCC4)ccc3S(=O)(=O)N([C@@H](C)CO)C[C@H]2C)c1
→ -40 | /
> Cc1cc(Cn2ccc(C(F)(F)F)n2)c(C)c(-c2c(C#N)c(N)nc3c2CCCCC3)c1
→ -3 | -3
> CN(CCc1ccccn1)S(=O)(=O)c1ccc2c3c(cccc13)C(=O)N2
→ -8 | 2
> OC(COc1ccccc1Cl)Cn1nnc2ccccc21 (configuration not stated)
→ 66* | -3
> O=C(Nc1ccc(O)cc1)C1CCCN1S(=O)(=O)c1ccc(F)cc1 (configuration not stated)
→ / | 2
> CCOc1cccc(-c2nnc(SCC(=O)n3c4c(c5ccccc53)CCCC4)n2C)c1
→ 16 | 0
> COc1ccc(S(=O)(=O)Nc2ccc3c(c2)C(=O)N([C@@H](C)CO)C[C@H](C)[C@H](CN(C)S(=O)(=O)c2cccs2)O3)cc1
→ 11 | -1
> COC(=O)c1sccc1S(=O)(=O)Nc1ccc(-c2cn3c(n2)SCC3)cc1
→ 1 | /
> C[C@@H]1CN([C@@H](C)CO)C(=O)c2cccc(NS(=O)(=O)c3ccccc3)c2O[C@@H]1CN(C)C(=O)Nc1cccc2ccccc12
→ -15 | /
> C[C@H]1CN([C@@H](C)CO)C(=O)c2cc(-c3ccncc3)cnc2O[C@@H]1CN(C)C(=O)Nc1ccc2c(c1)OCO2
→ 9 | /
> COc1ccccc1C(NC(C)=O)c1c(O)ccc2ccccc12 (configuration not stated)
→ -2 | 3
> COC(=O)[C@@H](N)CSC/C=C(\C)CC/C=C(\C)CCC=C(C)C
→ -6 | 1
> CNC[C@H]1Oc2cc(C#Cc3ccccn3)ccc2S(=O)(=O)N([C@H](C)CO)C[C@H]1C
→ 1 | /
> O=C(c1nn2c(C(F)(F)F)cc(-c3cccs3)nc2c1Cl)N1CCCc2ccccc21
→ / | 5
> O=C(NC1CC1)[C@@H]1c2ccccc2C(=O)N(CC23CC4CC(CC(C4)C2)C3)[C@H]1c1ccc(CO)cc1
→ / | -3
> C[C@@H]1CN([C@H](C)CO)C(=O)c2cc(NS(C)(=O)=O)ccc2O[C@@H](C)CCCCO[C@@H]1CN(C)Cc1ccccc1
→ 2 | /
> COc1ccc(-c2cnc3c(c2)C(=O)N([C@H](C)CO)C[C@H](C)[C@H](CN(C)C(=O)C2CCOCC2)O3)cc1
→ 1 | /

Source: PubChem
